Assay outcomes (PubChem)
V-ATPase pHluor – regulators of yeast V-ATPase proton pumping, primary screen, pHLuorin cytosolic pH fluorescence; response, % at 10 µM; 350,000 compounds, 0.37% hits; S. cerevisiae; in the data active means response mostly above about 7.3%, no sharp cut-off; inactive means mostly below about 5.4%; further: actives read high; inactives centre near 0; some compounds called inactive have numbers as strong as hits
DAGLB inhibitor – DAGLB lipase inhibitors, primary screen, biochemical, fluorescence, HTS | HEK293T DAGLB membrane lysate, EnzChek fluorogenic substrate | inhibition, % at 5.17 µM | 340,000 compounds, 0.059% hits | AID 504411, 2011; in the data active means inhibition above about 34%;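 further: 0% = enzyme with vehicle and 100% = wells lacking enzyme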
CAL PDZ FP-1 – CAL PDZ peptide-binding inhibitors, primary screen, biochemical, fluorescence polarization, Cer-tagged CAL PDZ, HTS | 330,000 compounds, 0.02% hits | AID 504414, 2011 | Golgi-associated PDZ and coiled-coil motif-containing protein (Homo sapiens), Q9HD26 | purified CAL PDZ, TMR-peptide fluorescence polarization, 1 h | inhibition, % at 20 µM;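 active means highest replicate inhibition of at least 40%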;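 further: plate controls were DMSO neutral control wells for no effect and unlabeled competitor peptide control wells for full effect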
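Test system: purified CerCALP PDZ construct; Compound dosing: one concentration, 20 µM compound; Also added: TMR-labelled reporter peptide T*-PRC34 bound in PDZ groove; Read-out: inhibition from polarization loss; Controls: unlabelled peptide and DMSO controls; Signal: FP readout, S and P plane fluorescence; Incubation: 1 h at RT.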
CAL PDZ FP-2 – untagged CAL PDZ binding inhibitors, primary screen, biochemical, fluorescence polarization, HTS | inhibition, % at 24.9 µM | Golgi-associated PDZ and coiled-coil motif-containing protein (Homo sapiens), Q9HD26 | purified CAL PDZ, TMR-peptide fluorescence polarization, 1 h | 300,000 compounds, 0.92% hits | AID 602252, 2012;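 active means mean inhibition of at least 30% with at least half of replicates also reaching 30%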;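 further: 0% = DMSO neutral control and 100% = excess unlabeled competitor peptide PRC23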
NSD2 HMT inh – NSD2 histone methyltransferase inhibitors, primary screen, biochemical, AlphaScreen, single concentration, set 2. Histone-lysine N-methyltransferase NSD2 (Homo sapiens), O96028. NSD2 peptide methylation, 120 min. inhibition, % at 12.5 µM. 310,000 compounds, 0.54% hits. AID 743445, 2014; in the data active means inhibition above about 50%
Target sequence (O96028 whole entry, looked up): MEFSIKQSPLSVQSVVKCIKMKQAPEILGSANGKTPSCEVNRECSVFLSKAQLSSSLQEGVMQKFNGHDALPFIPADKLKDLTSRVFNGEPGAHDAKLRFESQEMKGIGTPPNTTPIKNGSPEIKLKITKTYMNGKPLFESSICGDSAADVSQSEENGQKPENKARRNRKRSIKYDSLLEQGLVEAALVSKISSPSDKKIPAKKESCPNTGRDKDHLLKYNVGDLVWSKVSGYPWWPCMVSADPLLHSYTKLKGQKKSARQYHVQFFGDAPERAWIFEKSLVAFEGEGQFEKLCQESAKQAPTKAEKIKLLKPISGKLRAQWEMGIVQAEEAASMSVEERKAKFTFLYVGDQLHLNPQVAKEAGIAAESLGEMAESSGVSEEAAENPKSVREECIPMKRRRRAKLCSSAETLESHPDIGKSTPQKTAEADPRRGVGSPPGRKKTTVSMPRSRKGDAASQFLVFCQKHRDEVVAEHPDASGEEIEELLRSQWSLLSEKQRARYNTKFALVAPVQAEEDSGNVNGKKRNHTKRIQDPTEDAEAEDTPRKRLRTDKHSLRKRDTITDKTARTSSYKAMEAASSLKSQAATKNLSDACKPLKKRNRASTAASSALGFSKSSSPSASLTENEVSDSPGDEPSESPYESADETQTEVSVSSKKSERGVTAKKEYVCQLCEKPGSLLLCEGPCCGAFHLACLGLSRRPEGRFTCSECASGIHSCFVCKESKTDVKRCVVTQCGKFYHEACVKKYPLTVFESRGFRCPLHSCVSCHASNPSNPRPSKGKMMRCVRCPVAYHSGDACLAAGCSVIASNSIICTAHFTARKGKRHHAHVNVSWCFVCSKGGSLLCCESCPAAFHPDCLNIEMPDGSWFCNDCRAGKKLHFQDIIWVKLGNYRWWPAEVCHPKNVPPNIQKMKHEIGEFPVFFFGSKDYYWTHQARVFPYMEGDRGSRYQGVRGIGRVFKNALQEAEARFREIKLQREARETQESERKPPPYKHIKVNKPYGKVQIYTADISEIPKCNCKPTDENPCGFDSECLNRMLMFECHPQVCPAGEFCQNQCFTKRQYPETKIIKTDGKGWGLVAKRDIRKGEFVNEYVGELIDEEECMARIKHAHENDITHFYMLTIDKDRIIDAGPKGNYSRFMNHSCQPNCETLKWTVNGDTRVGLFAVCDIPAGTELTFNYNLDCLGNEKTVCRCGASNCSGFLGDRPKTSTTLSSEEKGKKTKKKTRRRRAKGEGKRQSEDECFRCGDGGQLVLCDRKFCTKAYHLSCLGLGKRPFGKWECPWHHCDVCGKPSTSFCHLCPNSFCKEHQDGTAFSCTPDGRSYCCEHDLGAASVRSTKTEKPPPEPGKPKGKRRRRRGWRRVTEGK
RTF Ca sens inh – cardiac RTF calcium sensitivity inhibitors, primary screen, biochemical, IANBD-TnC fluorescence, EC70 calcium; IANBD-labeled cardiac RTF, Ca2+ fluorescence; Troponin I, cardiac muscle (Homo sapiens) + Troponin T, cardiac muscle (Homo sapiens) + …; inhibition, % at 7.15 µM; AID 493244, 2011; 340,000 compounds, 0.12% hits;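 active means inhibition above the mean inhibition of all tested compounds plus 3 SD, cut at about 17% in these data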;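 further: assay run at fixed EC70 calcium of 1.6 mM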
C-LANA FP – inhibitors of KSHV C-LANA binding to DNA, primary screen, biochemical, fluorescence polarization, FAM-LBS DNA, MBP-C-LANA, single point; AID 504423, 2011; 340,000 compounds, 0.078% hits; Kaposi's sarcoma herpesvirus LANA C-terminal domain (residues 932-1162) DNA binding; inhibition, % at 9 µM;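 active means highest replicate inhibition at or above 60% at 9 µM, even if other replicates fall short; inactive means all replicates below 60% inhibition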;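 further: 0% = neutral control wells and 100% = 4 µM acridine orange control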
Keap1 Nrf2 FP – Keap1-Nrf2 protein-protein interaction inhibitors, primary screen, biochemical, fluorescence polarization, single point | inhibition, % at 9.4 µM | Keap1 Kelch-Nrf2 peptide fluorescence polarization, 1536-well | 340,000 compounds, 0.15% hits; in the data active means inhibition above about 12%;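 further: human Keap1 Kelch domain with fluorescein labeled Nrf2 9mer peptide probe; 0% = neutral control wells and 100% = peptide positive control; higher means more block of Keap1 binding to Nrf2 peptide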
Arr AP2 block – inhibitors of beta-arrestin/AP2 binding, primary screen, biochemical, GPCR trafficking, flow cytometry. beta-arrestin 1 C-terminal peptide binding to AP2 beta2-adaptin appendage (human). FITC-arrestin peptide / GST-AP2 beads; AP2 beta2 appendage carries R879A mutation. AID 504490, 2011. 340,000 compounds, 0.31% hits. inhibition, % at 10 µM;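 active means inhibition above a set limit, near 3 SD of compounds lacking own fluorescence, cut at about 54% in these data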;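 further: plate controls were DMSO wells for no effect and 5 µM unlabelled arrestin peptide for full effect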
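Measured by: flow cytometry, FL1 (488/535 nm); Material: AP2 appendage R879A on GSH beads; Evaluation: percent response; Timing: pre-incubation 12 min, peptide binding 1 h, room temperature; Also added: 50 nM FITC-arrestin peptide; Medium: PBS with 0.05% Tween 20 and 0.1% BSA.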
Pemphigus Ab inh – inhibitors of pemphigus antibody binding to DSG3, primary screen, biochemical, bead-based, flow cytometry, scFv-GFP; DSG3-coupled beads, scFv-anti-DSG3-GFP binding; stronger effect = lower value; binding (percent of control), % at 10 µM; 310,000 compounds, 0.48% hits;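 active means binding more than 3 SD below its plate's average and above zero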; further: some compounds called inactive have numbers as strong as hits
Active calls of the source: *. A portion of the library. The share of hits here may be higher or lower than overall.

For Oc1ccc(Cl)cc1-c1cc(-c2ccccc2Cl)[nH]n1 the results were V-ATPase pHluor 1, DAGLB inhibitor -3, CAL PDZ FP-1 -0.7, CAL PDZ FP-2 0, NSD2 HMT inh 1, RTF Ca sens inh 2, C-LANA FP -0.3, Keap1 Nrf2 FP -3 and Arr AP2 block 17.
For NC(=O)CC(NC(=O)Cc1ccc(Br)cc1)c1ccc(N2CCN(c3ccccc3)CC2)c([N+](=O)[O-])c1 (stereo not given) the results were V-ATPase pHluor 0, DAGLB inhibitor 13, CAL PDZ FP-1 0.1, CAL PDZ FP-2 -3, RTF Ca sens inh 3, C-LANA FP 1.0, Keap1 Nrf2 FP -2, Arr AP2 block -5 and Pemphigus Ab inh 97.
`CC(C)CC1C(C#N)=C(N)SC(N)=C1C#N` gave V-ATPase pHluor -1, DAGLB inhibitor -6, CAL PDZ FP-1 -1.9, CAL PDZ FP-2 -4, NSD2 HMT inh -1, RTF Ca sens inh -37, C-LANA FP -11, Keap1 Nrf2 FP -82, Arr AP2 block 4 and Pemphigus Ab inh 103.
CCOC(=O)/C(N=Nc1c(C)n(C)n(-c2ccccc2)c1=O)=C(\C)O was read as V-ATPase pHluor -1, DAGLB inhibitor 1, CAL PDZ FP-1 -0.2, CAL PDZ FP-2 -2, NSD2 HMT inh 24, RTF Ca sens inh -4, C-LANA FP 0.6, Keap1 Nrf2 FP -4, Arr AP2 block -1 and Pemphigus Ab inh 103.
For CCOC(=O)C1CCCN(S(=O)(=O)c2ccc(-c3cc(C)no3)s2)C1 (stereo not given) the results were V-ATPase pHluor -3, DAGLB inhibitor -3, CAL PDZ FP-1 -4.3, CAL PDZ FP-2 -1, NSD2 HMT inh -5, RTF Ca sens inh -9, C-LANA FP -2.1, Keap1 Nrf2 FP 2 and Arr AP2 block 12.
CCCOc1ccc(CC(=O)NNC(=S)Nc2ccccc2)cc1Br was read as V-ATPase pHluor 6, DAGLB inhibitor 0, CAL PDZ FP-1 0.2, NSD2 HMT inh 1, RTF Ca sens inh -6, C-LANA FP 0.0, Keap1 Nrf2 FP 0, Arr AP2 block 8 and Pemphigus Ab inh 89.
`COc1ccc(S(=O)(=O)N2CCC(n3cnc4cc(C(F)(F)F)ccc43)CC2)cc1` gave V-ATPase pHluor 1, DAGLB inhibitor -1, CAL PDZ FP-1 -0.8, CAL PDZ FP-2 3, NSD2 HMT inh -14, RTF Ca sens inh 5, C-LANA FP 1.9, Keap1 Nrf2 FP -2 and Arr AP2 block 23.
`COc1ccc(C(=O)NCCc2nnc3ccc(SCC(=O)Nc4ccccc4)nn23)cc1` gave V-ATPase pHluor -1, DAGLB inhibitor -1, CAL PDZ FP-1 -0.3, CAL PDZ FP-2 -5, NSD2 HMT inh -2, RTF Ca sens inh -3, C-LANA FP -0.3, Keap1 Nrf2 FP 0, Arr AP2 block -15 and Pemphigus Ab inh 110.
Screening Cc1ccc(C(=O)N2CCN(C(=O)c3ccc(C)cc3)C2)cc1 returned V-ATPase pHluor 5, DAGLB inhibitor -3, CAL PDZ FP-1 -1.6, CAL PDZ FP-2 3, NSD2 HMT inh 6, RTF Ca sens inh -1, C-LANA FP -0.5, Keap1 Nrf2 FP -7, Arr AP2 block 13 and Pemphigus Ab inh 121.
For C/C(=N\NC(=O)c1cc(O)cc(O)c1)c1ccc(NC(=O)Cc2ccccc2)cc1 the results were V-ATPase pHluor 0, DAGLB inhibitor 0, CAL PDZ FP-1 -5.9, RTF Ca sens inh 10, C-LANA FP 6.9, Keap1 Nrf2 FP 2 and Arr AP2 block 14.
For N#C/C(=C\c1cccc(O)c1)C(=O)Nc1ccc2c(c1)OCCO2 the results were V-ATPase pHluor -1, DAGLB inhibitor -1, CAL PDZ FP-1 -2.4, CAL PDZ FP-2 -20, NSD2 HMT inh -1, RTF Ca sens inh -8, C-LANA FP 3.1, Keap1 Nrf2 FP 5, Arr AP2 block -2 and Pemphigus Ab inh 100.
CCOc1ccc(CN(C)CC(O)COC(c2ccc(OC)cc2)c2ccc(OC)cc2)cc1 (stereo not given) was read as V-ATPase pHluor 1, DAGLB inhibitor -3, CAL PDZ FP-1 -2.3, CAL PDZ FP-2 -4, NSD2 HMT inh 2, RTF Ca sens inh -21, C-LANA FP -0.4, Keap1 Nrf2 FP 1, Arr AP2 block 10 and Pemphigus Ab inh 116.
Screening Cc1ccc(NC(=O)Cn2nnc(C(=O)NCCc3ccccc3)c2N)cc1Cl returned V-ATPase pHluor 1, DAGLB inhibitor 0, CAL PDZ FP-1 -2.9, CAL PDZ FP-2 -5, NSD2 HMT inh 9, RTF Ca sens inh -2, C-LANA FP 1.9, Keap1 Nrf2 FP 3 and Arr AP2 block -1.
Screening Nc1ccc2ccccc2c1N=Nc1ccccc1 returned V-ATPase pHluor 0, DAGLB inhibitor 36*, CAL PDZ FP-1 -0.1, CAL PDZ FP-2 -3, NSD2 HMT inh 19, RTF Ca sens inh 3, C-LANA FP 0.4, Keap1 Nrf2 FP -2, Arr AP2 block -3 and Pemphigus Ab inh 95.
`CC(OC(=O)c1cccc(N2C(=O)c3ccccc3C2=O)c1)C(=O)Nc1ccc(N(C)C)cc1` (stereo not given) gave V-ATPase pHluor -2, DAGLB inhibitor 4, CAL PDZ FP-1 -0.2, CAL PDZ FP-2 2, NSD2 HMT inh 4, RTF Ca sens inh -6, C-LANA FP 1.1, Keap1 Nrf2 FP -4, Arr AP2 block -10 and Pemphigus Ab inh 99.
Screening N#CC(C#N)=Cc1ccc(OC(=O)c2ccccn2)cc1 returned V-ATPase pHluor 1, DAGLB inhibitor 0, CAL PDZ FP-1 -0.3, CAL PDZ FP-2 0, NSD2 HMT inh 1, RTF Ca sens inh -10, C-LANA FP -0.7, Keap1 Nrf2 FP -2, Arr AP2 block 1 and Pemphigus Ab inh 98.
`COc1ccc(C(=O)Nc2ccc(C)cc2C(=O)c2ccccc2)c(OC)c1` gave V-ATPase pHluor 4, DAGLB inhibitor -7, CAL PDZ FP-1 -1.6, CAL PDZ FP-2 -4, NSD2 HMT inh 0, RTF Ca sens inh 17*, C-LANA FP 0.9, Keap1 Nrf2 FP 1, Arr AP2 block 5 and Pemphigus Ab inh 99.
`CN1CCN(c2cc(=O)n(-c3ccc(Cl)cc3)c(=O)[nH]2)CC1` gave V-ATPase pHluor -1, DAGLB inhibitor -3, CAL PDZ FP-1 -1.0, RTF Ca sens inh -7, C-LANA FP 2.4, Keap1 Nrf2 FP -4, Arr AP2 block 4 and Pemphigus Ab inh 99.
`CC(C)(C)NC(=O)CSCc1c(Cl)cccc1Cl` gave V-ATPase pHluor 2, DAGLB inhibitor -10, CAL PDZ FP-1 -0.2, CAL PDZ FP-2 0, NSD2 HMT inh 35, RTF Ca sens inh 0, C-LANA FP 1.4, Keap1 Nrf2 FP 0, Arr AP2 block -8 and Pemphigus Ab inh 106.
Screening COCCNC(=O)C(c1ccc(F)cc1)N(C(=O)CCC(=O)Nc1nccs1)c1cccc(C)c1 (stereo not given) returned V-ATPase pHluor 0, DAGLB inhibitor -1, CAL PDZ FP-1 -0.7, CAL PDZ FP-2 2, NSD2 HMT inh -1, RTF Ca sens inh 4, C-LANA FP -1.2, Keap1 Nrf2 FP -1, Arr AP2 block -28 and Pemphigus Ab inh 99.
For NS(=O)(=O)c1ccc(Sc2nc3ccccc3s2)c([N+](=O)[O-])c1 the results were V-ATPase pHluor 5, DAGLB inhibitor -9, CAL PDZ FP-1 0.0, NSD2 HMT inh 4, RTF Ca sens inh 1, C-LANA FP 0.0, Keap1 Nrf2 FP -5, Arr AP2 block 10 and Pemphigus Ab inh 114.
COc1cc2c(c(OC)c1OC)-c1ccc(OC)c(=O)cc1C(NC(=O)c1ccccc1)CC2 (stereo not given) was read as V-ATPase pHluor -7, DAGLB inhibitor 3, CAL PDZ FP-1 -0.3, CAL PDZ FP-2 -6, NSD2 HMT inh 2, RTF Ca sens inh -7, C-LANA FP 1.7, Keap1 Nrf2 FP -3, Arr AP2 block 8 and Pemphigus Ab inh 86.
Nc1nc(-c2ccccc2)c(CCCOc2ccc(NC(=O)CBr)cc2)c(=O)[nH]1 was read as V-ATPase pHluor -1, DAGLB inhibitor 2, CAL PDZ FP-1 -0.8, CAL PDZ FP-2 -1, NSD2 HMT inh 2, RTF Ca sens inh -3, C-LANA FP 1.3, Keap1 Nrf2 FP -1, Arr AP2 block -2 and Pemphigus Ab inh 85.
Screening COc1ccc(C)cc1NC(=O)c1ccc2c(=O)n3c(nc2c1)CCCCC3 returned V-ATPase pHluor 1, DAGLB inhibitor 0, CAL PDZ FP-1 -4.5, CAL PDZ FP-2 -5, NSD2 HMT inh -3, RTF Ca sens inh -3, C-LANA FP -0.9, Keap1 Nrf2 FP 2, Arr AP2 block -10 and Pemphigus Ab inh 108.
`COc1ccc(CNC(=O)CSc2nnc(C3CC3)n2C2CC2)cc1` gave V-ATPase pHluor 0, DAGLB inhibitor 2, CAL PDZ FP-1 1.0, CAL PDZ FP-2 -1, NSD2 HMT inh 0, RTF Ca sens inh -13, C-LANA FP -1.9, Keap1 Nrf2 FP -3 and Arr AP2 block 17.
C=CCOn1c(=O)c(-c2ccc(OC)cc2)[n+]([O-])c2ccccc21 was read as V-ATPase pHluor 0, DAGLB inhibitor -1, CAL PDZ FP-2 7, RTF Ca sens inh -10, C-LANA FP -0.6, Keap1 Nrf2 FP -8, Arr AP2 block -12 and Pemphigus Ab inh 106.

Random excerpt: two records from the list, in no set order.
Screening COc1ccc(C)cc1NC(=O)c1ccc2c(=O)n3c(nc2c1)CCCCC3 returned V-ATPase pHluor 1, DAGLB inhibitor 0, CAL PDZ FP-1 -4.5, CAL PDZ FP-2 -5, NSD2 HMT inh -3, RTF Ca sens inh -3, C-LANA FP -0.9, Keap1 Nrf2 FP 2, Arr AP2 block -10 and Pemphigus Ab inh 108.
Screening N#CC(C#N)=Cc1ccc(OC(=O)c2ccccn2)cc1 returned V-ATPase pHluor 1, DAGLB inhibitor 0, CAL PDZ FP-1 -0.3, CAL PDZ FP-2 0, NSD2 HMT inh 1, RTF Ca sens inh -10, C-LANA FP -0.7, Keap1 Nrf2 FP -2, Arr AP2 block 1 and Pemphigus Ab inh 98.
